mcGAS inh: inhibitors of mouse cGAS. Q8C6L5. recombinant cGAS, Kinase-Glo ATP depletion luminescence. inhibition, % at 12.5 µM. 160,000 compounds, 0.15% hits;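 further: 0% = negative control wells and 100% = reference inhibitor with no enzyme activity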
NPYLR7 agonist: activates Aedes aegypti NPYLR7 receptor | HEK293T NPYLR7/Galpha15, GCaMP6s calcium fluorescence | activation, % at 10 µM | 270,000 compounds, 0.15% hits; in the data active means activation above about 40%;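 further: 0% = vehicle and 100% = reference agonist at the receptor; some compounds past the cut are filed as inactive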
hcGAS inh: blocks human cGAS activity. Q8N884. recombinant h-cGAS, ATP depletion, Kinase-Glo luminescence. 290,000 compounds, 0.081% hits. inhibition, % at 12.5 µM;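 further: 0% = vehicle reaction and 100% = reaction without DNA for no activity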
Target sequence (Q8N884 whole entry, looked up): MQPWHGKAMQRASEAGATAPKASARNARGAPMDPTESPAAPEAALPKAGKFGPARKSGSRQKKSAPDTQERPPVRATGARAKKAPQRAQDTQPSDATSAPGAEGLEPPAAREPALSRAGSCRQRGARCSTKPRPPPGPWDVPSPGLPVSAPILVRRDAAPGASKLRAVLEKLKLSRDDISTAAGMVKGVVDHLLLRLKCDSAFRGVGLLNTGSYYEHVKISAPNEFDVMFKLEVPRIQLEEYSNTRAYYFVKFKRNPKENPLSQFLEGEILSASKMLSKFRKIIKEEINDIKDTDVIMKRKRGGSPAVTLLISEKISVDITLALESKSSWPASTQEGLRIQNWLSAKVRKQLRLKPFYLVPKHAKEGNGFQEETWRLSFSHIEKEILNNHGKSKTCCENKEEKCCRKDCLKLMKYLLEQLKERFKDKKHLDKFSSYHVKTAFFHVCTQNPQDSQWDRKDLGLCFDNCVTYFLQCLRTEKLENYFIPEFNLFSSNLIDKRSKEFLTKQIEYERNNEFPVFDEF
* hit, by the source's call; x = not tested or not shown. Unless noted, no stated cut-off is given here; in the data, active means inhibition above about 40%; inactive means the rest.

Under each structure – hcGAS inh, NPYLR7 agonist, mcGAS inh
- CCC(C)C(=O)NCc1ccnc(N(C)C)c1 (centres undefined)
 : 8, 2, -1
- Cc1cccc(C)c1Cn1c(C)c(C(=O)NCc2ccc3c(c2)OCCO3)sc1=O
 : -4, -2, x
- O=C(O)C1CCN(C(=O)Cn2nnc3ccccc32)CC1
 : 4, -7, x
- O=C(CC1(C(F)(F)F)NCCN1)c1ccco1
 : -3, 1, -2
- O=C(OCc1ccccc1)N1CCC(CNc2cnc3ccccc3c2)CC1
 : -5, 7, x
- CCCCn1c(=O)c2c(nc3n(CC(=O)OCC)c(C)cn23)n(C)c1=O
 : -4, 3, x
- O=C(c1ccc(F)c(F)c1)N1CCN(Cc2cccc(-c3noc(-c4cccc(Cl)c4)n3)c2)CC1
 : -5, 14, -3
- COc1ccc(F)c(-c2ccccc2OC(C)C(N)=O)c1 (centres undefined)
 : -7, 7, -18
- Cc1ncsc1CCNC(=O)CCNC(=O)c1ccc(F)cc1
 : -4, x, -7
- COc1ccc(CC(=O)NCC2CCCN(C/C=C/c3ccc(F)cc3)C2)cc1 (centres undefined)
 : 3, -3, x
- CC1(C(=O)N2CCCc3cc(F)ccc32)CC1(Cl)Cl (centres undefined)
 : 5, 0, x
- Cc1ccccc1C(=O)N[C@@H]1CCCCC1NC(=O)C1CCN(C(=O)C(C)(C)CCl)CC1 (some centres undefined)
 : -3, 0, -4
- N#CC(=C1CCCCC1)c1nc2ccccc2s1
 : -4, 17, -3
- CCOC(=O)C(Cc1ccc(Cl)cc1)NC(=O)C1CC=CCC1C(=O)N1CCC(C#N)(c2ccccc2)CC1 (centres undefined)
 : -5, -11, -3
- CCN(CC)CCn1c2ccccc2n2cc(C)nc12
 : -3, 7, -5
- OCCC#Cc1ccc(CN2CC[C@@]3(O)CCCC[C@H]3C2)cc1
 : -4, 6, -17
- COc1cccc(CSc2nnc(C(C)NC(=O)Nc3ccc(F)cc3F)n2-c2ccc(C)cc2)c1 (centres undefined)
 : -1, 17, -4
- CCC(C)N(CCC(=O)Nc1ccccc1F)c1nc(Cc2ccc(C)cc2)ns1 (centres undefined)
 : -3, 16, -5
- CCOC(=O)c1cc(-c2cccc(NC(=O)c3ccc(C#N)cc3)c2)n(-c2ccccc2F)n1
 : -4, 28, -7
- COc1ccc2cc(CN3[C@@H]4CC[C@H]3CN(C)C(=O)C4)c(=O)[nH]c2c1
 : -5, 4, x

Profiles, quoted from the list. Screens in order: hcGAS inh, NPYLR7 agonist, mcGAS inh
`CCN(CC)CCn1c2ccccc2n2cc(C)nc12` is listed as -3, 7, -5
`COc1cccc(CSc2nnc(C(C)NC(=O)Nc3ccc(F)cc3F)n2-c2ccc(C)cc2)c1` (centres undefined) is listed as -1, 17, -4
`O=C(O)C1CCN(C(=O)Cn2nnc3ccccc32)CC1` is listed as 4, -7, x
`CCC(C)C(=O)NCc1ccnc(N(C)C)c1` (centres undefined) is listed as 8, 2, -1
`Cc1cccc(C)c1Cn1c(C)c(C(=O)NCc2ccc3c(c2)OCCO3)sc1=O` is listed as -4, -2, x

Other compounds.
Under each structure – hcGAS inh, NPYLR7 agonist, mcGAS inh
- CC(C)(C)c1cc2nc(C(=O)NCc3cccnc3)cc(-c3ccccc3F)n2n1
 : -2, -9, -4
- c1ccc(CCn2ccnc2-c2cc3ccccc3o2)nc1
 : -7, 9, x
- Cc1ccc(C(C)C)cc1S(=O)(=O)NC1CC(C)(C)NC(C)(C)C1
 : -4, 2, x
- CC(C)c1cc(C(=O)NC2CCN(C(C)C)C2)nn1C(C)(C)C (centres undefined)
 : -7, 10, -8
- CC(CNC(=O)c1cn(Cc2ccccc2F)nn1)Oc1cccnc1 (centres undefined)
 : -9, 18, -14
- CC(C)NC(=O)COc1coc(CN2CCN(Cc3ccccc3)CC2)cc1=O
 : 16, -3, 7
- Cc1nc2n(n1)C(=O)C(C(c1ccc(Br)cc1)N1CCC(C)CC1)S2 (centres undefined)
 : -10, 3, x
- CCOc1ccc(C(N)P(=O)(O)O)cc1 (centres undefined)
 : -9, -7, x
- CCS(=O)(=O)Oc1cccc(CN(CCOC)C(=O)Nc2cccc(C)c2C)c1
 : -2, x, -6
- CS(=O)(=O)c1ccc(C(=O)Nc2ncc(Cc3ccc(C(F)(F)F)cc3)s2)cc1
 : -5, 7, x
- OCCn1c(CSc2nnnn2C2CC2)nc2ccc(Cl)cc21
 : -7, -2, -5
- CN(C)CCCNC(=O)C12CC3CC(CC(C3)C1)C2
 : 2, -6, x
- Cn1c(Cl)c(C=O)c2cc(C=O)ccc21
 : -3, -2, x
- CCOC(=O)N1CCN(C(=O)CC(c2ccccc2OC)c2c[nH]c3c(CC)cccc23)CC1 (centres undefined)
 : -1, 3, -4
- CC(=O)N1CCN(C(=O)c2c(C)c3c(n2Cc2cccc(F)c2)CCCC3)CC1
 : 1, 17, 0
- CN1CCN(Cc2nc3c(c(=O)n(C)c(=O)n3C)n2CC(N)=O)CC1
 : -4, 18, x
- COC1CCN(C(=O)C(C)CS(=O)(=O)c2ccc(F)cc2)CC1 (centres undefined)
 : -7, 2, x
- CCc1nc2c(OCC(=O)c3ccc(Cl)cc3Cl)cccn2c1N(C=O)Cc1ccc(OC)cc1
 : -3, 7, -3
- Brc1ccc(C2=NN(c3nc(-c4ccccc4)c4cc(Br)ccc4n3)C(c3ccc(Br)cc3)C2)cc1 (centres undefined)
 : -3, 1, -7
- O=c1c2cc3c(=O)n(Cc4cccnc4)ccc3nc2ccn1CCO
 : -6, 2, -7
- O=C(CNc1ccc(Br)cc1)c1ccc(O)cc1
 : 4, 3, x
- CC(C)NC(=O)CCCn1ncn2c(cc3occc32)c1=O
 : 0, 2, -3
- O=C(c1ccc([N+](=O)[O-])s1)N(Cc1ccccn1)c1nc2ccccc2s1
 : -6, -3, -6
- CCOCCCNC(=O)c1sc2nc(-c3cccc([N+](=O)[O-])c3)cn2c1C
 : -4, -4, -9
- CCCn1c(=O)c2c(nc3n2CC(C)CN3c2ccc(C)cc2)n(C)c1=O (centres undefined)
 : -8, 0, -5
- Cc1ccc(-c2ccc(=O)n(CCCC(=O)Nc3ccc(C(N)=O)cc3)n2)cc1
 : -2, -9, -8
- COc1ccc(-n2nc(-c3ccccc3)cc2NC(=O)c2cccc(C)c2)cc1
 : -11, 6, -6
- CCN1CCN(C(=O)c2ccc(N3CCC(NCc4cc5ccccc5[nH]4)CC3)cc2)CC1
 : -2, 18, x
- Cc1cc(C(C)(C)C)c([N+](=O)[O-])c2c1CC2(C)C
 : -5, 12, x
- COc1ccc(OCCNS(=O)(=O)c2ccccc2Br)cc1
 : 2, 0, x
- CCCCN(C)C(=O)CCCn1nc(CC)n2c(cc3occc32)c1=O
 : 0, 5, -3
- COCCN1CCc2ccccc2NCCC1=O
 : -2, 9, -8
- CN1CC2(CCCN(C(=O)c3cnn4ccccc34)C2)OC1=O (centres undefined)
 : -4, 10, x
- CC(=O)N1CCC(N(C)CCc2scnc2C)CC1
 : -5, 0, x
- COc1cccc(-c2cc(COC(=O)c3cc4ccccc4oc3=O)no2)c1
 : 1, 0, x
- CSc1cccc(CN(C)C(=O)c2cn(Cc3ccc(F)cc3)nn2)c1
 : -5, 5, x
- CC(=O)c1ccc(Nc2ncnc3c2nnn3C)cc1
 : -4, 11, x
- NC(=O)CN1CC=C(CN2CCN(C(=O)c3cccs3)CC2)CC1
 : 3, 6, x
- O=c1oc2ccc([N+](=O)[O-])cc2cc1-c1nnc(Nc2ccccc2F)s1
 : -1, -4, -1
- CCC(CC)C(=O)N(Cc1cc(NC(=O)c2ccco2)ccc1N(C)C)C1CC1
 : -7, -5, -8
- CCOc1cc(C(=O)NCC(F)(F)F)ccc1OCc1cccnc1
 : -7, 4, -10
- CCCCCCc1ccc(C(=O)N2CCC3(CC2)SCCN3C(=O)c2ccccc2)cc1
 : -1, 0, -4
- O=S1(=O)N=CNc2ccc(S(=O)(=O)Nc3ccccc3Br)cc21
 : -2, 7, x
- COc1cccc(COC2CCCN(C(=O)c3ccc(C(F)(F)F)cc3)C2)c1 (centres undefined)
 : -7, -6, -7
- CC(c1cccc(-c2ncnc3sccc23)c1)N1CCCC1 (centres undefined)
 : -3, -2, x
- O=C(c1c(F)cccc1Cl)N1CCN(C(c2ccccc2)c2ccc(Cl)cc2)CC1 (centres undefined)
 : -2, -10, 0
- Cc1ccc(S(=O)(=O)Nc2ccc(Nc3nccn4c(-c5cccc(OC(F)(F)F)c5)cnc34)cc2)cc1
 : -5, 3, -2
- O=C(CSc1ccccc1)NCC1CCN(c2nc(Cc3ccc(F)cc3)ns2)CC1
 : 0, 2, -4
- CN(Cc1ccccc1)c1nc(N)c([N+](=O)[O-])c(NCc2ccco2)n1
 : -5, -2, x
- Cn1c(O)c(N=NC(=O)c2ccc(O)cc2)c2cc(Br)ccc21
 : -3, -4, -7
- CCOC(=O)C(C)(C)Sc1nnc(N2CCN(c3ccccc3)CC2)s1
 : -9, -2, -8
- Oc1ccc(Cl)c2cccnc12
 : 1, 7, x
- CC(C)NS(=O)(=O)c1cc(C(=O)O)cc(-c2ccc(N(C)C)nc2)c1
 : -6, 0, x
- Cc1ccc(N(CCCCN2C(=O)c3ccccc3C2=O)C(=O)c2cccs2)cc1
 : -7, 6, x
- CCOC(=O)C1CCCN(C(=O)c2cc(-c3ccc(OC)cc3)n(-c3ccc(F)cc3F)c2C)C1 (centres undefined)
 : -2, 9, -5
- CC(=O)N1C(=O)C2(OC(c3ccncc3)=NN2C(C)=O)c2ccccc21 (centres undefined)
 : 1, -4, x
- COc1ccc(C2CC(=O)NCCN2Cc2ccc(N3CCN(C)CC3)cc2)cc1 (centres undefined)
 : -6, 11, x
- Cc1nn(C)c(C)c1C=CC(=O)N1CCN(S(=O)(=O)c2ccccc2F)CC1
 : -2, -1, x
- O=S1(=O)CCN2C(c3cc(F)ccc3F)=CSC2=N1
 : -7, 2, x
- N#C/C=C(\c1ccccc1)N1CCC(C(=O)Nc2ccc(S(N)(=O)=O)cc2)CC1
 : -6, 5, x

(continued)
Under each structure – hcGAS inh, NPYLR7 agonist, mcGAS inh
- CCc1[nH]n(-c2ccc(Cl)c(Cl)c2)c(=O)c1C1=C([n+]2cccc(C)c2)C(=O)N(CC(C)C)C1=O
 : -10, 13, -9
- O=C(CC1COCCN1)N(CCc1c[nH]c2ccccc12)C1CCCCC1 (centres undefined)
 : 6, -3, 2
- C=C(C)Cn1c(SCC(=O)NC2CCCC2)nc2sc3c(c2c1=O)CCC3
 : -3, -2, x
- O=c1c2c3c(sc2nc2ccc(NCc4ccco4)nn12)CCCC3
 : -9, -2, 0
- CN(C)c1ccc(C(CNS(=O)(=O)CCc2ccccc2)N2CCCC2)cc1 (centres undefined)
 : -5, 2, -8
- Cc1cccc(Cc2cnc(NC(=O)c3ccc[nH]c3=O)s2)c1
 : -3, 0, -16
- Brc1ccc(N2N=CCC2c2ccccc2)cc1 (centres undefined)
 : 2, -5, -2
- O=C(Cn1nc2c(c1NC(=O)Cc1cccs1)CSC2)NCc1ccco1
 : 3, -4, 4
- CC(CC(=O)c1ccccc1F)C(=O)NCc1cnc(N(C)C)n1C (centres undefined)
 : 11, -3, x
- O=S(=O)(c1ccccc1)N(C1=NCCS1)S(=O)(=O)c1ccccc1
 : -2, -2, -2
- CCCc1cc2c(=O)c(-c3ccccn3)coc2cc1OC(C)C(=O)OCC (centres undefined)
 : 0, 4, -5
- O=C(NCc1cn2ccccc2n1)c1ccc2ccccc2c1
 : -8, 21, x
- CCC(=O)Nc1ccc(SCc2ccncc2)nn1
 : -5, 4, x
- CCCN(CCC)Cc1nc2ncccn2c1Br
 : -8, 3, x
- Cc1ccsc1[C@@H]1CCN(C(=O)COc2ccc(F)cc2)C[C@H]1O
 : -6, 4, x
- CC1(Cc2ccc(OC(F)(F)F)cc2)C(=O)Nc2ccc(S(=O)(=O)NC3CCCCC3)cc21 (centres undefined)
 : -5, -1, x
- CC(C)C(C)N(Cc1ccco1)C(=O)c1cnc2ccccn2c1=O (centres undefined)
 : -11, 8, x
- CCOc1ccc2nc(S(=O)(=O)NC(=O)C3(C)CCN3C(=O)c3ccccc3)sc2c1 (centres undefined)
 : -2, 3, x
- Cc1cc(NC(=O)CN(C)C(C)c2ncc(-c3ccccc3)o2)no1 (centres undefined)
 : 6, 0, x
- COc1ccc(C2c3cccn3CCN2C(=O)Nc2cccs2)cc1 (centres undefined)
 : 0, 2, x
- Cc1c(C(=O)Nc2cccnc2N2CCCC2)oc2c(F)cccc12
 : -3, 4, x
- CC(C)C(=O)Nc1nnc(SCc2cc(F)cc(F)c2)s1
 : 1, 19, -2
- CC(=O)N(CCCN(C)C)c1nc2c(F)cc(F)cc2s1
 : -1, 7, 0
- CN(C)C(=O)CNc1ccc(OCc2ccco2)c(Cl)c1
 : -8, 11, x
- O=C(Cn1cnc2c(cnn2C2CCS(=O)(=O)C2)c1=O)N1CCN(c2ccccc2)CC1 (centres undefined)
 : -5, -5, x
- CC(Cl)C(=O)N1CCN(c2nccc(-c3ccc(N4CCOCC4)cc3)n2)CC1 (centres undefined)
 : -4, 36, -6

Three entries already listed, arranged by molar mass, smallest number first:
Under each structure – hcGAS inh, NPYLR7 agonist, mcGAS inh
- O=c1c2cc3c(=O)n(Cc4cccnc4)ccc3nc2ccn1CCO
 : -6, 2, -7
- OCCn1c(CSc2nnnn2C2CC2)nc2ccc(Cl)cc21
 : -7, -2, -5
- CC(C)(C)c1cc2nc(C(=O)NCc3cccnc3)cc(-c3ccccc3F)n2n1
 : -2, -9, -4

Assay outcomes as filed in PubChem BioAssay.

Rows were taken by chance. About 0.27% of those tested had a hit in this group.
